# High-throughput results (PubChem)
# M4 PAM – CHRM4 positive allosteric modulation; activation, % at 3 µM; 360,000 tested, 0.4% active; CHO-K1 hM4/Gqi5, Fluo-8 calcium fluorescence, ACh EC20; 0% = ACh EC20, 100% = maximal ACh; AID 624126;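 active means activation above its plate's cutoff, the mean activation of sample wells plus 3 SD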; further: some results filed as inactive read as strong as hits
# Target sequence (P08173 whole entry, looked up): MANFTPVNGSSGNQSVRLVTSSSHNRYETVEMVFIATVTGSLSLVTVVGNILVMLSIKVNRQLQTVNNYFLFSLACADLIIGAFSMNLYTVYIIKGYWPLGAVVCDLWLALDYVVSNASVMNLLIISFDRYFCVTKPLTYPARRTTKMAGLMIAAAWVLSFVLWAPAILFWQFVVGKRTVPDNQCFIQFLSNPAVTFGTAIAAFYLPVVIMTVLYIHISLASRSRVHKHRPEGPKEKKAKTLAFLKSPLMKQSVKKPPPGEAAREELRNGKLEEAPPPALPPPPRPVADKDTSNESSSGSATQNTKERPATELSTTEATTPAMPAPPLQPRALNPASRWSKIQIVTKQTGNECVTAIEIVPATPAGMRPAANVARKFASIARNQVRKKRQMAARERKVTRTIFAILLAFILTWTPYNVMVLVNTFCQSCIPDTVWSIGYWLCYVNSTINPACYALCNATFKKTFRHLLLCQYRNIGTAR
# CRFR2-BP ag – agonists of human CRF-binding protein/CRF-R2 receptor complex; HEK293 CRF-R2/CRF-BP, calcium dye fluorescence (FLIPR); percent of saturating CRF peptide response; activation, % at 13.2 µM; 350,000 tested, 0.46% active; AID 588473;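 active means activation of at least 50%, plus an integration ratio under a set limit after plate pattern correction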;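 further: plate controls were neutral control wells without compound for no effect and CRF at EC100 for full effect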
# M4 ag – agonists of human muscarinic M4 receptor (CHRM4). P08173. CHO-K1 hM4/Gqi5, Fluo-8 calcium fluorescence; vehicle 0%, full acetylcholine response 100%. activation, % at 3 µM. 360,000 tested, 0.14% active;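 active means activation above the run mean over all test wells plus 3 SD, cut at about 32% in these data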;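 further: peak over basal fluorescence ratio per well then scaled between controls; 0% = DMSO wells and 100% = acetylcholine at EC100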
# CHRM5 agonist – CHRM5 agonism in calcium assay | AID 624037 | P08912 | CHO-K1 hM5 cells, Fluo-8 calcium fluorescence; 0% DMSO wells, 100% maximal acetylcholine response | 360,000 tested, 0.19% active | activation, % at 3 µM;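 active means activation above the run's mean over test compounds plus 3 SD, cut at about 23% in these data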;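 further: signal is peak over basal fluorescence ratio across the kinetic read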
# Target sequence (P08912 whole entry, looked up): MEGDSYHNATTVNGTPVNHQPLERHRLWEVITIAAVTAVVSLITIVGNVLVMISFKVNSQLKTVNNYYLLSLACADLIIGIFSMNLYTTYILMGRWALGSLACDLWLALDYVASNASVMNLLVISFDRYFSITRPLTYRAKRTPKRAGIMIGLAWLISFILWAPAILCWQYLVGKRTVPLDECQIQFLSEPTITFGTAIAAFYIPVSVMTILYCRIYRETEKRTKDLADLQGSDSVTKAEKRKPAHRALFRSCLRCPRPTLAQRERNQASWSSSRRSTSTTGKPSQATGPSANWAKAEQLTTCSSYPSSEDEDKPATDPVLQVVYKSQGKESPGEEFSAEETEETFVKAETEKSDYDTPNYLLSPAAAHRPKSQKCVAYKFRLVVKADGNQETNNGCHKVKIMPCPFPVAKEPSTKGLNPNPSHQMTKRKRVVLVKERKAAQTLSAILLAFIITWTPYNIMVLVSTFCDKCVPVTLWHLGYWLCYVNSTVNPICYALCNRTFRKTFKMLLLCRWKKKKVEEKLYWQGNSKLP
# CHRM5 PAM – CHRM5 positive allosteric modulation. AID 624038. 360,000 tested, 0.3% active. activation, % at 3 µM. CHO-K1 hM5, Fluo-8 calcium, ACh EC20 PAM; 0% = ACh EC20, 100% = ACh EC100. P08912;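 active means activation above the run cutoff, the mean activation of all test compounds plus 3 SD, cut at about 18% in these data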
#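 Assay system – human M5 receptor in CHO-K1 cells · Read-out – % activation, ACh-normalized · Technique – Fluo-8 calcium fluorescence · Dosing – single-point, 3 µM nominal · Incubation – Fluo-8 loading 80 min at 37 °C plus 30 min room temperature · Repeats – singlicate, one well per test compound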
# IDE cell inh – cellular human IDE inhibition; P14735; AID 434962; HEK cells, FAbetaB cleavage, fluorescence polarization; 320,000 tested, 0.41% active; inhibition, % at 5.59 µM;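 active means percent inhibition above the average of all tested compounds plus 3 SD, set per screening campaign, cut at about 16% in these data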;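 further: IDE supplied by intact live HEK cells; FP after avidin binding of uncleaved biotin substrate so inhibition keeps polarization high; 0% = DMSO wells and 100% = 60 µM reference IDE inhibitor Ii1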
# M4 antag – blocks acetylcholine activation of human M4 receptor. P08173. CHO-hM4 cells, ACh EC80, Fluo-8 calcium fluorescence. inhibition, % at 3 µM. 360,000 tested, 0.73% active. AID 624125;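 active means inhibition above its plate's cutoff, the mean inhibition of sample wells plus 3 SD, cut at about 27% in these data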;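 further: 0% = acetylcholine EC80 with DMSO and 100% = DMSO without agonist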
# M5 antag – blocks acetylcholine activation of human M5 receptor; P08912; CHO-hM5 cells, Fluo-8 calcium fluorescence, ACh EC80; inhibition, % at 3 µM; 360,000 tested, 0.59% active; AID 624040;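 active means inhibition above a per-plate cutoff, the mean of that plate's test compounds plus 3 SD, cut at about 27% in these data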;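 further: 0% = acetylcholine EC80 with DMSO and 100% = DMSO without agonist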
# CRFR2-BP antag – blocks CRF-induced signaling of the CRF-BP/CRF-R2 complex. inhibition, % at 11.8 µM. HEK293 CRF-R2/CRF-BP, CRF-induced calcium fluorescence. 350,000 tested, 0.59% active;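 active means inhibition of the ligand-induced calcium signal above about 50% at the single tested concentration, limit read from the data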
# Numbers without * were called inactive; x = not tested or not shown. Not a hit list; any-hit rate near 2.9%.
SMILES,M4 PAM,CRFR2-BP ag,M4 ag,CHRM5 agonist,CHRM5 PAM,IDE cell inh,M4 antag,M5 antag,CRFR2-BP antag
CCn1cc(CN2CCN(CC(C)(C)C)C(CCO)C2)c2ccccc21 (configuration not stated),-2.7,4.3,1.3,-0.9,1.0,6.7,-1.3,7.0,-13.9
CCc1nc2ccc(C(=O)Nc3ccc(OC)c(OC)c3)cn2c1N(C)Cc1ccc(OC)cc1,-8.6,x,10.5,7.0,-7.6,x,2.9,6.6,x
Cc1cccc(Oc2ncnc3oc(-c4ccccc4)cc23)c1C,-0.6,6.3,0.9,3.2,0.6,13.0,7.1,-1.4,3.8
Cn1nccc1C(=O)N1CCOCC1,4.2,0.4,1.3,0.5,11.2,-1.4,-20.5,-14.6,-3.6
Cc1ccc(NC(=S)Nc2cccnc2)c(S(=O)(=O)N2CCCCC2)c1,-3.4,-1.4,6.9,5.6,-2.3,-0.7,-3.0,4.6,11.5
CCCNC(=O)CN(c1ccccc1)S(=O)(=O)c1ccc(OC)c(OC)c1,7.4,-2.6,2.7,-1.5,7.4,-0.8,-12.5,-12.0,-3.0
COc1ccc(NC(=O)N(C)C[C@H]2Oc3ccc(NS(=O)(=O)c4ccc(F)cc4)cc3C(=O)N([C@H](C)CO)C[C@@H]2C)cc1,1.9,7.5,0.6,0.8,-1.1,-0.3,2.5,9.5,12.9
COc1ccc2c(c1)c(C(O)CN1CCC(Cc3ccccc3)CC1)c(C)n2C (configuration not stated),-3.1,2.6,5.6,-7.9,-2.2,9.1,0.4,5.8,-23.4
CCNc1ccc(C(=O)OCC(=O)NC(=O)NCC(C)C)cc1[N+](=O)[O-],1.8,-3.4,1.2,-1.3,-1.6,-0.9,-5.0,10.3,-10.8
CCc1cc2c(CN(C)Cc3ccccc3F)cc(=O)oc2cc1O,-3.7,1.3,1.0,2.9,4.1,2.4,-0.8,0.5,8.8
Cn1cccc1Cc1nnc(SCC(=O)Nc2ccc3c(c2)OCO3)n1CCc1ccccc1,-6.4,-2.4,3.1,-1.5,-3.3,-0.2,5.9,4.6,-24.2
CCC(C)NC(=O)C1CCC(=O)N1CCc1ccccc1 (configuration not stated),-0.2,0.8,0.4,-0.6,2.5,0.8,-5.3,-0.1,-3.9
Cc1[nH]c2ccccc2c1C(=O)C(=O)N1CCN(C(=O)c2ccco2)CC1,-1.2,0.1,1.2,-0.7,-5.9,-3.9,1.8,9.8,-2.9
COc1ccc(S(N)(=O)=O)cc1C(=O)OCCCC(=O)c1ccccc1,-2.4,-1.3,3.5,1.2,0.2,4.6,-3.5,7.5,-1.8
COc1ccccc1NC(=O)COC(=O)c1cc2ccccc2cc1O,3.2,1.9,4.0,-3.3,-5.7,1.5,0.0,9.6,-4.6
COc1ccc(CNC(=O)C2COc3ccccc3O2)c(OC)c1 (configuration not stated),-2.3,-1.6,-0.2,-1.8,-7.8,0.8,7.8,-0.4,16.6
COc1ccc(N(C(=O)c2ccco2)C(C(=O)NC2CCCC2)c2ccc(N(C)C)cc2)cc1OC (configuration not stated),-2.0,-4.3,0.5,-2.0,-1.8,4.5,2.4,-5.9,22.5
Cc1onc(-c2ccccc2)c1C(=O)N/N=C/c1cccc(O)c1,-2.0,0.4,2.6,0.1,-7.7,-1.3,-0.2,-1.1,20.9
O=C(O)/C=C\C(=O)Nc1ccc(Oc2ccccc2)cc1,-3.7,-2.0,-0.3,-9.6,-2.5,-1.0,-2.8,-8.3,-3.1
O=C(O)c1cc(S(=O)(=O)Nc2ccc(OCc3ccccc3)cc2)ccc1Br,-5.6,0.2,2.5,0.0,-1.1,-2.1,0.7,-0.2,2.5
COc1ccccc1NC(=S)c1ccccc1,-1.9,-0.9,0.4,-4.1,0.3,-1.1,-2.6,2.8,-2.0
COc1ccc(Nc2ncccc2C(=O)O)cc1,-1.4,-1.9,-0.3,-1.0,-2.9,3.4,11.5,8.0,9.8
CC(NC(=O)C(C)N1C(=O)C2C3CC(C(Br)C3Br)C2C1=O)c1ccccc1 (configuration not stated),-4.2,33.1,14.8,5.0,-1.2,0.2,10.9,4.2,-30.6
CC1=NN(c2ccccc2)C(=O)/C1=C\c1ccc(Oc2ccc([N+](=O)[O-])cc2[N+](=O)[O-])cc1,-2.9,-1.4,3.2,-0.5,-5.6,-0.4,3.1,4.8,-26.7
O=C(Cn1cnc2ccccc2c1=O)Nc1ccc(-c2nnc3n2CCCCC3)cc1,8.5,-0.9,-1.4,0.0,2.6,7.8,10.2,-3.5,-3.8
COc1cccc(C(=O)Nc2cc(C(=O)NCc3ccc(C)cc3)ccc2N2CCC3(CC2)CC(c2cccc(Br)c2)=NO3)c1,3.3,5.0,1.8,0.8,3.0,2.2,0.1,8.2,65.8*
COc1ccccc1NC(=O)c1ccc(NC(=O)c2ccc(=O)[nH]c2)cc1,10.6,-1.4,1.0,-0.5,-0.7,-0.1,-8.0,6.2,3.3
NC(=O)c1cccn(Cc2ccc(C(F)(F)F)cc2)c1=O,4.5,8.9,7.5,8.8,1.1,1.0,-1.8,2.9,-9.1
O=C(NNc1ncnc2c1cnn2-c1ccc(F)cc1)c1cccs1,12.9,-1.4,1.4,4.1,3.6,4.0,-20.1,-4.2,-8.6
CCSc1cc(C)nc2ncnn12,9.1,0.3,0.6,-2.1,-1.1,0.1,0.1,2.7,10.0
CCOC(=O)CCC(=O)Nc1cccc([N+](=O)[O-])c1,1.0,-1.2,0.7,-0.1,3.8,-0.5,-2.4,-4.5,4.7
CCCCC(CC)CN=C(N)NC(N)=NCCCCCCN=C(N)NC(N)=NCC(CC)CCCC (configuration not stated),-21.1,112.0*,39.9*,-2.0,-18.4,-13.4,82.5*,13.3,-70.5
CC(NC(=O)COc1ccc(Oc2ccccc2)cc1)C(=O)O (configuration not stated),14.8,-1.1,0.2,2.2,-0.4,1.6,0.0,-4.6,5.6
CC1CCCC(NC(=O)CN2C(=O)NC(C)(c3cc(F)ccc3F)C2=O)C1C (configuration not stated),-0.4,-0.2,0.2,-2.2,-5.5,5.3,-1.5,16.3,13.5
CCNC(=O)C(Sc1ccccc1)c1ccccc1 (configuration not stated),8.9,-1.1,-0.2,-4.9,2.8,5.4,-6.3,-3.5,14.4
O=C(c1ccc(Br)c(S(=O)(=O)N2CCCCC2)c1)N1CCCCC1,-4.1,1.3,4.0,3.2,-3.0,0.8,4.4,11.1,-20.2
O=C(CSc1ccc2nnc(-c3ccc(F)cc3)n2n1)N1CCOCC1,5.0,1.4,2.1,0.8,-4.2,-2.1,-12.3,-2.1,2.8
CCN(CC)c1nc(Nc2ccccc2)nc(Oc2ccc(=O)[nH]n2)n1,15.1,0.2,1.5,-3.5,-6.5,3.1,-8.4,-0.4,-14.7
Cc1nc2ccc(NC(=O)N3CCSCC3)cc2s1,-6.4,0.5,0.7,-3.0,4.3,-3.4,0.9,-2.8,17.3
NC(=O)C1(N2CCCCC2)CCN(CC(=O)Nc2ccc(Oc3ccccc3)cc2)CC1,4.9,-0.8,4.1,0.7,-6.8,5.0,1.3,3.8,-5.2

# Shown as a hit in CRFR2-BP antag (from the list above):
SMILES	M4 PAM	CRFR2-BP ag	M4 ag	CHRM5 agonist	IDE cell inh	M4 antag	M5 antag	CRFR2-BP antag
COc1cccc(C(=O)Nc2cc(C(=O)NCc3ccc(C)cc3)ccc2N2CCC3(CC2)CC(c2cccc(Br)c2)=NO3)c1	3.3	5.0	1.8	0.8	2.2	0.1	8.2	65.8*

# (listing goes on)
SMILES,M4 PAM,CRFR2-BP ag,M4 ag,CHRM5 agonist,CHRM5 PAM,IDE cell inh,M4 antag,M5 antag,CRFR2-BP antag
Cc1ccc(NC(=O)C2CCCCC2)cc1C,2.5,-2.7,-0.3,-1.4,7.5,0.9,-11.5,0.3,5.2
COCc1cc(=O)[nH]c(Cc2c(Cl)cccc2Cl)n1,-0.4,0.1,0.1,-5.0,0.5,0.7,-1.0,8.4,3.8
CCc1ccc(NC(=O)c2noc3c2CCC3)cc1,-3.9,-1.3,-1.7,1.5,10.0,0.7,0.2,-7.7,-10.2
N#Cc1ccc(C(=O)CSc2n[nH]c(=O)n2Cc2ccco2)cc1,-8.9,-0.4,0.4,2.3,-4.7,6.7,7.6,5.7,-6.5
CCc1ccc(CNC(=O)C2CCCN(c3nc4ccccc4o3)C2)cc1 (configuration not stated),-9.6,-0.6,-0.4,-0.4,-0.7,0.7,11.3,-8.8,6.3
COc1ccccc1CNC(=O)COC(=O)C12CC3CC(CC(O)(C3)C1)C2,13.6,0.0,2.1,0.9,-6.1,-3.7,-18.4,0.7,1.4
CCOC(=O)C1CCCN(C(=O)Cc2ccc(OC)c(OC)c2)CC1 (configuration not stated),5.3,x,2.5,4.6,-2.0,x,-12.2,1.9,x
Clc1ccccc1-c1ccc2ncnc(NCc3cccs3)c2c1,-1.0,-0.4,5.5,-10.8,-12.8,6.0,-16.6,7.8,-2.6
COc1ccc2nc(/N=C(\N)NC(=O)N3c4ccccc4Sc4ccccc43)nc(C)c2c1,-1.3,-4.1,0.8,-3.1,-1.0,10.3,13.2,3.4,26.2
CC(C(=O)O)n1c2ccccc2c2cn[nH]c(=O)c21 (configuration not stated),5.8,3.0,1.0,-3.5,-0.2,-5.6,-14.7,5.5,1.8
COc1ccc2oc(=N)c(C(=O)Nc3ccccc3Cl)cc2c1,-1.6,2.8,0.8,0.6,-4.3,6.1,2.6,-1.4,-8.7
Cc1ccc(C(C(=O)NC2CCCCC2)N2CCCC2)cc1 (configuration not stated),-9.6,-1.2,0.2,-11.0,-12.6,-4.1,3.0,-2.2,17.5
Cc1cc(C)n2nc(SCC(=O)N(CCC#N)c3ccccc3F)nc2n1,11.9,-0.4,1.5,1.2,1.7,-0.3,-23.4,4.7,1.1
COc1cc(C(=O)/C=C/Nc2ccc(NC(C)=O)cc2)cc(OC)c1OC,2.2,3.3,0.1,-1.1,0.3,-2.6,-4.5,-3.3,-2.3
Cc1nc2oc3c(NCc4ccccn4)ncnc3c2c2c1COC(C)(C)C2,-8.4,1.9,2.2,1.2,-4.2,4.1,-2.7,8.3,-12.8
O=C(O)/C=C/C(=O)NCCC1=CCCCC1,-1.7,0.2,1.3,-1.1,-5.6,0.8,-0.7,5.3,5.8
Cc1ccc(-n2c(SCc3nc4ccccc4[nH]3)nnc2-c2ccncc2)cc1,-9.0,-0.5,0.4,-3.2,-4.3,3.0,8.6,5.5,16.6
CCCCCn1c(=O)[nH]c2cc(C(=O)NCCN3CCC(C)CC3)ccc2c1=O,3.1,0.6,0.1,1.4,-2.3,-5.3,5.8,5.9,-2.2
COc1cc2ccccc2cc1C(=O)Nc1ccc2oc(=O)ccc2c1,0.8,0.6,3.2,-1.7,5.0,1.4,5.1,4.1,-2.2
CCc1nc2ccc(C(=O)NCc3ccc(OC)cc3)cn2c1N(C)Cc1ccc(OC)cc1,-12.4,x,6.5,-3.3,-13.1,x,12.9,-1.0,x
O=C(CN1C(=O)C2C3CC(C(Br)C3Br)C2C1=O)OCC(=O)c1cccc([N+](=O)[O-])c1 (configuration not stated),-2.6,12.7,0.4,-1.4,1.9,1.1,-2.2,-8.0,-17.4
